# PRC2 inh – blocks human EZH2/PRC2 H3K27 methylation | 57,000 compounds, 0.35% hits | DELFIA TRF, 1 h | Q15910 | inhibition, % at 12.5 µM | AID 651548;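 active = mean inhibition of replicates at least 50% and every single replicate also reaching 50%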;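 note: dimethyl H3K27 on biotinylated H3 21-44 peptide detected by antibody; plate controls were median neutral control wells for no effect and median positive control wells for full effect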
# IDH1 R132H inh – IDH1 R132H (human) inhibition. O75874. IDH1 R132H reductase, diaphorase/resazurin fluorescence, 60 min. inhibition, % at 10 µM. 70,000 compounds, 0.18% hits; in the data active = inhibition above about 34%;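 note: 0% = DMSO and 100% = no enzyme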
# Target sequence (O75874 whole entry R132H): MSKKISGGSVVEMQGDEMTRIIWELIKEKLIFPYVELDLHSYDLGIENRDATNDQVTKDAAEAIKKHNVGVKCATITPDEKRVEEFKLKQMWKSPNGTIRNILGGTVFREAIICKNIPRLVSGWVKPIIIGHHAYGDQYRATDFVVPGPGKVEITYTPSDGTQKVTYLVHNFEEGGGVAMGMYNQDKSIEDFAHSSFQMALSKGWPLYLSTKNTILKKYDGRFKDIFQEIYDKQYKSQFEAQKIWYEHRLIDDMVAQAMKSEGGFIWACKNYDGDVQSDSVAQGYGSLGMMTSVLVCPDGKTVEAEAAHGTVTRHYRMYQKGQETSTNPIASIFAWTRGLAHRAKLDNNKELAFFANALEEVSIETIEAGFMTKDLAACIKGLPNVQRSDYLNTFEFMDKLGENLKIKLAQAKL
# Numbers without * were called inactive; . = no result given. Some of the compounds tested; the hit share may differ from the screen's.
SMILES,PRC2 inh,IDH1 R132H inh
Cc1ccccc1-c1cnc2c(c1)C(=O)N([C@@H](C)CO)C[C@@H](C)[C@H](CN(C)C(=O)c1ccc(F)cc1)O2,-8.2,-0.1
C[C@H](CO)N1C[C@H](C)[C@H](CN(C)C(=O)C2CCC2)Oc2ncc(C#Cc3ccccc3F)cc2C1=O,-1.3,-1.8
C[C@H](CO)N1C[C@H](C)[C@H](CN(C)C(=O)c2ccccn2)Oc2cc(C3=CCCC3)ccc2S1(=O)=O,-10.7,-0.3
CO[C@H]1CN(C)C(=O)c2cc(NS(=O)(=O)c3cccc(F)c3)ccc2OC[C@H](C)NC[C@@H]1C,0.9,-0.3
FC(F)(F)c1cccc(-c2noc(-c3cc(-c4ccccc4)c(C(F)(F)F)s3)n2)c1,-8.6,0.2
Cc1ccc(S(=O)(=O)Nc2ccc3c(c2)C(=O)N([C@H](C)CO)C[C@H](C)[C@H](CN(C)C(=O)Nc2ccc(F)cc2)OCCCC[C@@H](C)O3)cc1,.,1.3
COc1cccc(C(=O)Nc2ccc3c(c2)C(=O)N(C)C[C@H](OC)[C@H](C)CN(CCc2ccccc2)[C@H](C)CO3)c1,1.3,-0.1
C[C@H]1CN([C@@H](C)CO)C(=O)c2cc(N(C)C)ccc2O[C@H]1CN(C)C(=O)NC1CCCCC1,-0.5,1.4
O=C(C[C@H]1CC[C@H](NC(=O)C2CCOCC2)[C@@H](CO)O1)Nc1ccc(-c2ccccc2)cc1,-0.5,0.2
C[C@@H]1CN([C@@H](C)CO)C(=O)c2cc(NC(=O)NC3CCCCC3)ccc2O[C@H]1CN(C)Cc1ccc(Cl)c(Cl)c1,.,5.6
O=C(CCCCCCC(=O)Nc1ccccc1O)N/N=C/c1ccc(I)cc1,4.1,-0.1
C[C@@H]1CN([C@H](C)CO)C(=O)c2cccc(NC(=O)CCCCCC(=O)Nc3ccccc3N)c2O[C@@H]1CN(C)Cc1ccc(Oc2ccccc2)cc1,-10.8,0.1
O=C(C[C@@H]1C[C@@H]2c3cc(NC(=O)c4cccnc4)ccc3O[C@@H]2[C@@H](CO)O1)NCc1ccccn1,15.3,-0.1
CC(C)CC#Cc1ccc2c(c1)O[C@@H](CN(C)C(=O)c1cccc(F)c1)[C@H](C)CN([C@H](C)CO)S2(=O)=O,-5.1,-0.4
C[C@@H]1CN([C@H](C)CO)C(=O)CCCn2cc(nn2)CO[C@@H]1CN(C)S(=O)(=O)c1ccccc1F,1.7,.
C[C@H]1CN([C@@H](C)CO)C(=O)Cc2cc(NC(=O)Nc3ccc(F)cc3)ccc2O[C@H]1CN(C)S(C)(=O)=O,9.4,0.2
CNC[C@@H]1Oc2cc(C#Cc3ccncc3)ccc2S(=O)(=O)N([C@H](C)CO)C[C@@H]1C,-0.5,13.5
C[C@H]1CN([C@@H](C)CO)C(=O)c2cccc(NS(=O)(=O)c3cccs3)c2O[C@@H]1CN(C)C(=O)NC1CCCCC1,.,-1.7
COc1ccc(S(=O)(=O)Nc2cccc3c2O[C@H](CN(C)S(=O)(=O)c2cn(C)cn2)[C@H](C)CN([C@H](C)CO)C3=O)cc1,.,-1.6
C[C@@H]1CN([C@H](C)CO)C(=O)c2cc(NC(=O)Cc3cn(C)c4ccccc34)ccc2O[C@@H]1CN(C)Cc1ccc(C(F)(F)F)cc1,.,0.0
C[C@H](CO)N1C[C@H](C)[C@@H](CN(C)C(=O)Nc2ccc(F)cc2)Oc2c(NC(=O)Nc3cccc4ccccc34)cccc2C1=O,-23.6,-1.1
COc1ccc(S(=O)(=O)Nc2ccc3c(c2)CC(=O)N([C@@H](C)CO)C[C@H](C)[C@H](CN(C)S(=O)(=O)c2ccc(C)cc2)O3)cc1,.,-1.1
O=C(C[C@H]1C[C@@H]2c3cc(NC(=O)CC4CC4)ccc3O[C@@H]2[C@H](CO)O1)NCc1cccc(F)c1,7.3,0.0
CCCN(C)C[C@H]1Oc2ncc(-c3cccnc3)cc2C(=O)N([C@@H](C)CO)C[C@H]1C,-9.7,1.0
C/C=C/c1cnc2c(c1)C(=O)N([C@H](C)CO)C[C@H](C)[C@H](CN(C)C(=O)Nc1ccc(F)cc1)O2,19.8,0.1
COc1ccc(Cl)cc1NC(=O)CN(c1ccc(Cl)c(C(F)(F)F)c1)S(C)(=O)=O,24.1,0.5
COC(=O)CCSc1ncnc2c1sc1nc(N3CCOCC3)c3c(c12)CCCC3,3.3,0.2
CCc1ccc(CCC(=O)Nc2ccc(Br)cc2)o1,2.8,-0.5
Cc1ccccc1-c1ccc2c(c1)O[C@H](CN(C)C(=O)c1ccccn1)[C@H](C)CN([C@@H](C)CO)S2(=O)=O,-13.7,-0.3
O=C(C[C@@H]1C[C@@H]2c3cc(NC(=O)Nc4ccc(F)cc4)ccc3O[C@@H]2[C@@H](CO)O1)NC1CCCC1,8.4,1.0
Cc1ccccc1-c1cnc2c(c1)C(=O)N([C@H](C)CO)C[C@@H](C)[C@H](CN(C)C(=O)CC1CC1)O2,6.0,-0.5
CNC[C@@H]1OCCCC[C@H](C)Oc2ccc(NC(=O)Nc3ccc(OC)cc3)cc2C(=O)N([C@@H](C)CO)C[C@H]1C,-15.2,5.9
CC1(C)CC(=O)C(C2C3=C(CC(C)(C)CC3=O)Oc3ccccc32)C(=O)C1 (centres undefined),.,0.0
CC(=O)n1c2c(c3ccccc31)OC(N)=C(C#N)C2c1ccc(C(C)C)cc1 (centres undefined),-1.1,1.0
C[C@H]1CN([C@@H](C)CO)C(=O)c2cc(-c3cccc(F)c3)cnc2O[C@@H]1CN(C)S(=O)(=O)c1cccc(F)c1,7.9,-0.8
O=C1c2ccccc2C(=O)N1CCCc1nc(-c2cccc([N+](=O)[O-])c2)no1,-8.7,-0.1
Cc1cc(OCC(=O)Nc2ccccc2C(N)=O)c(C(C)C)cc1Br,9.3,-0.1
C[C@@H]1CN([C@H](C)CO)C(=O)Cc2cc(NC(=O)Nc3ccc(F)cc3)ccc2O[C@H]1CN(C)Cc1ccncc1,15.7,0.3
O=C(COc1ccc(Cl)cc1Cl)Nc1cccc(-c2nnc(-c3ccccc3)o2)c1,-0.9,0.3
COc1ccc(S(=O)(=O)N(C)C[C@H]2Oc3cc(-c4cccc(F)c4)ccc3S(=O)(=O)N([C@H](C)CO)C[C@H]2C)cc1,-10.9,0.8

# Retrieved one by one from the list above:
SMILES,PRC2 inh,IDH1 R132H inh
C[C@H]1CN([C@@H](C)CO)C(=O)c2cc(-c3cccc(F)c3)cnc2O[C@@H]1CN(C)S(=O)(=O)c1cccc(F)c1,7.9,-0.8
Cc1ccccc1-c1cnc2c(c1)C(=O)N([C@H](C)CO)C[C@@H](C)[C@H](CN(C)C(=O)CC1CC1)O2,6.0,-0.5
Cc1cc(OCC(=O)Nc2ccccc2C(N)=O)c(C(C)C)cc1Br,9.3,-0.1
C[C@@H]1CN([C@H](C)CO)C(=O)Cc2cc(NC(=O)Nc3ccc(F)cc3)ccc2O[C@H]1CN(C)Cc1ccncc1,15.7,0.3

# The list goes on:
SMILES,PRC2 inh,IDH1 R132H inh
O=C(CSc1nc(Nc2ccccc2)nc(Nc2ccccc2)n1)N1CCN(c2ccccc2)CC1,-1.7,0.3
C[C@H](CO)N1C[C@H](C)[C@@H](CN(C)S(=O)(=O)c2cccs2)Oc2ccc(NC(=O)Nc3ccc(F)cc3)cc2C1=O,.,1.1
C[C@@H]1CN([C@H](C)CO)C(=O)c2cc(NC(=O)Cc3ccccc3)ccc2O[C@H]1CN(C)C,-4.1,0.2
COc1ccc(CN(C)C[C@@H]2Oc3ccc(NC(=O)Nc4ccccc4)cc3CC(=O)N([C@@H](C)CO)C[C@@H]2C)cc1,.,0.0
COc1ccc(NC(=O)Nc2cccc3c2O[C@H](CN(C)Cc2ccc(-c4ccccc4)cc2)[C@@H](C)CN([C@@H](C)CO)C3=O)cc1,.,-0.3
COc1ccc(NC(=O)c2ccco2)cc1NC(=O)c1cccnc1,-0.4,0.1
C[C@@H]1CN([C@H](C)CO)C(=O)c2cc(NC(=O)c3ccccc3)ccc2O[C@@H](C)CCCCO[C@H]1CN(C)Cc1ccncc1,-5.4,.
CC(C)CC#Cc1ccc2c(c1)O[C@@H](CN(C)S(=O)(=O)c1cccc(F)c1)[C@@H](C)CN([C@@H](C)CO)S2(=O)=O,.,3.3
COc1ccc(S(=O)(=O)N(C)C[C@@H]2Oc3c(NC(=O)c4cc(C)nn4C)cccc3C(=O)N([C@@H](C)CO)C[C@H]2C)cc1,.,0.8
C[C@@H]1CN([C@H](C)CO)C(=O)c2cccc(NC(=O)C3CCCCC3)c2O[C@@H]1CN(C)C(=O)Nc1ccc(C(F)(F)F)cc1,-26.5,.

# Overlap with the part before: 3 entries, followed by the next part.
SMILES,PRC2 inh,IDH1 R132H inh
CC(C)CC#Cc1ccc2c(c1)O[C@@H](CN(C)S(=O)(=O)c1cccc(F)c1)[C@@H](C)CN([C@@H](C)CO)S2(=O)=O,.,3.3
COc1ccc(S(=O)(=O)N(C)C[C@@H]2Oc3c(NC(=O)c4cc(C)nn4C)cccc3C(=O)N([C@@H](C)CO)C[C@H]2C)cc1,.,0.8
C[C@@H]1CN([C@H](C)CO)C(=O)c2cccc(NC(=O)C3CCCCC3)c2O[C@@H]1CN(C)C(=O)Nc1ccc(C(F)(F)F)cc1,-26.5,.
COc1ccc(NC(=O)CSc2nc(-c3ccccc3)c(-c3ccccc3)o2)cc1OC,26.9,0.3
O=C(CCCCCCC(=O)Nc1ccccc1O)N/N=C/c1ccoc1,-4.3,.
Cc1ccc(NC(=O)C(C)NS(=O)(=O)c2ccc(F)cc2)cc1Cl (centres undefined),-8.6,0.0
Cc1ccc(-c2cnc3c(c2)C(=O)N([C@H](C)CO)C[C@@H](C)[C@@H](CN(C)CC2CCOCC2)O3)cc1,13.7,-0.2
C[C@@H]1CN([C@@H](C)CO)S(=O)(=O)c2ccc(C#Cc3ccc(F)cc3)cc2O[C@@H]1CN(C)C(=O)c1ccccn1,-5.9,-0.9
CN(C)CC(=O)Nc1ccc2c(c1)[C@@H]1C[C@@H](CC(=O)NC3CCCC3)O[C@H](CO)[C@@H]1O2,2.4,0.0
CCCC#Cc1cnc2c(c1)C(=O)N([C@H](C)CO)C[C@H](C)[C@H](CN(C)S(=O)(=O)c1cn(C)cn1)O2,-6.2,0.2
C[C@H]1CN([C@@H](C)CO)C(=O)c2cc(-c3ccccc3)cnc2O[C@H]1CN(C)C(=O)c1cccc(F)c1,0.1,-2.7
CC(=O)N(C)C[C@H]1Oc2cc(Br)ccc2S(=O)(=O)N([C@@H](C)CO)C[C@H]1C,6.5,1.4
Cc1cc(C)cc(NC(=O)c2ccc(CSc3nnc(-c4cccc([N+](=O)[O-])c4)n3C)cc2)c1,-0.5,-0.3
C[C@H](CO)N1C[C@H](C)[C@H](CN(C)S(=O)(=O)c2ccc(F)cc2)Oc2ccc(NC(=O)Nc3ccc(C(F)(F)F)cc3)cc2C1=O,.,-1.2
O=C(Cn1c(=O)oc2ccccc21)Nc1cccc(C(=O)O)c1,-3.5,-0.2
CC(C)NC(=O)Nc1ccc2c(c1)C(=O)N([C@H](C)CO)C[C@H](C)[C@@H](CN(C)C(=O)c1ccccc1)OCCCC[C@@H](C)O2,-11.4,.
COc1ccccc1CNC(=O)C[C@@H]1C=C[C@@H](NC(=O)CN(C)C)[C@H](CO)O1,-0.1,-0.2
Cc1ccc(S(=O)(=O)N(C)C[C@@H]2OCCCC[C@@H](C)Oc3ccc(NS(=O)(=O)c4c(C)noc4C)cc3C(=O)N([C@H](C)CO)C[C@H]2C)cc1,.,-2.4
CN(CC(=O)Nc1ccc2c(c1)OCCO2)S(=O)(=O)c1ccc2ccccc2c1,0.3,-0.2
Cc1ccc2nc(-c3cccc(NC(=O)COc4ccc([N+](=O)[O-])cc4)c3)oc2c1,-3.9,0.0
O=C(Nc1ccc(S(=O)(=O)Nc2ncccn2)cc1)c1c(Cl)cccc1Cl,11.6,-0.2
COc1ccc(NC(=O)Nc2ccc3c(c2)[C@H]2C[C@@H](CC(=O)N(C)C)O[C@@H](CO)[C@H]2O3)cc1,3.0,-0.1
CC(C)NC(=O)N(C)C[C@H]1Oc2c(NS(=O)(=O)c3cn(C)cn3)cccc2C(=O)N([C@H](C)CO)C[C@H]1C,.,-0.9
C[C@@H]1CCCCO[C@@H](CN(C)S(=O)(=O)c2ccccc2)[C@H](C)CN([C@H](C)CO)C(=O)c2cc(NC(=O)Nc3ccc4c(c3)OCO4)ccc2O1,.,3.3
COc1cc(C2NC(=S)NC(C)=C2C(=O)Nc2ccccc2Cl)ccc1OCC#N (centres undefined),-0.8,0.2
COc1cccc(-c2cnc3c(c2)C(=O)N([C@H](C)CO)C[C@H](C)[C@H](CN(C)C(=O)Nc2ccccc2)O3)c1,-13.3,-14.4
O=C(CCn1c(=S)[nH]c2c(sc3ccccc32)c1=O)NC1CCCCC1,-7.4,0.1
CNC[C@@H]1Oc2ccc(NC(=O)NC3CCCCC3)cc2CC(=O)N([C@H](C)CO)C[C@@H]1C,0.7,.
C[C@@H]1CN([C@H](C)CO)C(=O)c2cccc(NS(=O)(=O)c3ccc(F)cc3)c2O[C@H]1CN(C)Cc1ccncc1,7.7,.
CO[C@H]1CN(C)C(=O)c2cc(NC(C)=O)ccc2OC[C@H](C)N(S(=O)(=O)c2cn(C)cn2)C[C@H]1C,3.4,-0.2
C[C@@H]1CN([C@H](C)CO)C(=O)c2cc(NC(=O)CCC(F)(F)F)ccc2O[C@@H](C)CCCCO[C@H]1CN(C)C(=O)c1ccccc1,.,4.0
C[C@H](CO)N1C[C@H](C)[C@@H](CN(C)C(=O)Nc2ccc3c(c2)OCO3)Oc2ccc(NC(=O)C3CC3)cc2CC1=O,2.5,-3.3

# Assay outcomes as filed in PubChem BioAssay.
